High-throughput results (PubChem)
NOD2 inhibition – NOD2 signaling inhibitors, cell-based, luminescence, uHTS, HEK293 (AID 1566); HEK293 NOD2/NF-kB luciferase reporter, luminescence; higher % means a stronger effect; one-dose inhibition, % at 4 µM; EC50 in µM for titrated hits; 290,000 tested, 0.63% active; further: many of its hits are not listed in these tables
KOR beta-arrestin-1 – KOR antagonists, beta-arrestin recruitment, cell-based, luminescence, uHTS (AID 1778); Kappa-type opioid receptor (Homo sapiens); KOR beta-arrestin recruitment, luminescence, antagonist mode; higher % means a stronger effect; inhibition, % at 10 µM; hits with a dose series show IC50 in µM; 290,000 tested, 0.091% active; further: strong numbers were not always called active
AID2073 – inhibitors of Mint1-CaV2.2 protein interaction, biochemical, HTRF (AID 2073) | one-dose inhibition, % at 20 µM; IC50 in µM for titrated hits | 290,000 tested, 0.19% active | HTRF protein-protein interaction, Mint1-CaV2.2; higher % means a stronger effect; in the data active means inhibition mostly above about 51%, no sharp cut-off; further: some results filed as inactive read as strong as hits
NOD1 inhibition – NOD1 signaling inhibitors, primary screen, cell-based, luminescence, uHTS (AID 1578) | NOD1-driven NF-kB luciferase reporter cells, luminescence; higher % means a stronger effect | inhibition, % at 4 µM; hits with a dose series show EC50 in µM | 290,000 tested, 1% active; in the data active means inhibition mostly above about 36%, no sharp cut-off; inactive means mostly below about 34%;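 further: HEK-293T reporter cells stimulated with the NOD1 agonist gamma-tri-DAP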
M17LAP inhibition – P. falciparum M17LAP inhibitors, primary screen, biochemical, fluorogenic H-Leu-NHMec substrate, 1536-well (AID 1619). recombinant M17LAP, H-Leu-NHMec fluorogenic kinetic assay; higher % means a stronger effect. one-dose inhibition, % at 30 µM; IC50 in µM for titrated hits. Leucine aminopeptidase (Plasmodium falciparum (isolate 3D7)). 220,000 tested, 0.38% active;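 active means compound inhibiting the enzyme by more than half at any dose during confirmatory dose-response retesting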;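 further: plate controls were full reaction with DMSO carrier for no effect and no enzyme background for full effect; strong numbers were not always called active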
KOR beta-arrestin-2 – KOR agonists, beta-arrestin recruitment, primary screen, cell-based, luminescence, uHTS (AID 1777). one-dose activation, % at 10 µM; EC50 in µM for titrated hits. 280,000 tested, 0.02% active. KOR beta-arrestin recruitment, luminescence; higher % means a stronger effect; in the data active means activation above about 50%, passing the limit was not always enough; further: a part of the inactive calls stands beside numbers as strong as those of hits
Dynein cargo inh – inhibitors of GR-EGFP nuclear translocation, primary screen, dynein cargo transport inhibitor project, imaging, high-content, 3617.4 mouse cells | z-score, hits read low | 220,000 tested, 0.47% active | test concentration mostly 20 µM; stimulated with dexamethasone, 1 µM; stronger effect = lower value;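 active means plate z-score of nuclear minus cytoplasmic receptor signal below a set negative limit, without overly bright fluorescence or cell loss, cut at about -3.5 in these data, passing the limit was not always enough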;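 further: z-score of nuclear minus cytoplasmic ring GR-EGFP intensity difference per well; some compounds called inactive have numbers as strong as hits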
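Buffer or medium: tetracycline-free induction medium containing charcoal-stripped FBS / Reagent: dexamethasone agonist, 1.0 µM final, for 30 min / Technique: automated 10x imaging of fixed Hoechst-stained cells / Times: induction 48 h, compound 1 h, agonist 30 min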
GPR55 activation – GPR55 agonists via beta-arrestin recruitment, primary screen, imaging, U2OS cells, beta-arrestin-GFP redistribution (AID 1961); U2OS GPR55 beta-arrestin-GFP redistribution imaging; higher % means a stronger effect; activation, % at 10 µM, or EC50 in µM where a hit was titrated; 290,000 tested, 0.048% active;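 active means activation above 40% with more than 50 cells counted in the well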;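 further: U2OS osteosarcoma cells stably expressing GPR55 and beta-arrestin-GFP; plate controls were DMSO negative control for no effect and LPI positive control for full effect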
P. falciparum M1AAP – P. falciparum M1AAP inhibitors, biochemical, fluorogenic H-Leu-NHMec substrate, 1536-well (AID 1445); Aminopeptidase N (Plasmodium falciparum (isolate 3D7)); recombinant M1AAP, H-Leu-NHMec fluorogenic kinetic assay; higher % means a stronger effect; 220,000 tested, 0.42% active; one-dose inhibition, % at 30 µM; IC50 in µM for titrated hits;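 active means primary inhibition above the hit cutoff, then over 50% inhibition at one or more dose response concentrations, cut at about 23% in these data, passing the limit was not always enough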;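 further: plate controls were DMSO full reaction for no effect and no enzyme background for full effect; strong numbers were not always called active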
Dynein cargo inh cytoplasmic EGFP – also measured in Dynein cargo inh; calls as there; z-score; measured here: cytoplasmic GR-EGFP intensity; stronger effect = higher value
Dynein cargo inh nuclear GR-EGFP – recorded beside Dynein cargo inh, whose call it bears; z-score; measured here: nuclear GR-EGFP intensity;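 lower value marks the stronger effect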
Dynein cargo inh cell count – also measured in Dynein cargo inh; calls as there; z-score; measured here: cell count per field
Starred values were filed as active, the others as inactive; . = not tested or not shown; [ ] = another dose, or the depositor's remark. Unless noted, no stated cut-off is given here; in the data, active means inhibition above about 50%; inactive means the rest.

SMILES	NOD2 inhibition	KOR beta-arrestin-1	AID2073	NOD1 inhibition	M17LAP inhibition	KOR beta-arrestin-2	Dynein cargo inh	Dynein cargo inh cytoplasmic EGFP	Dynein cargo inh nuclear GR-EGFP	Dynein cargo inh cell count	GPR55 activation	P. falciparum M1AAP
COCCNC(=O)Cn1cc(C(=O)c2ccccc2F)c2ccccc21	0%	3%	-2%	-45%	.	-0.3%	.	.	.	.	-0.1%	.
COc1cc2c(C(=O)O)c(C)n(C)c2cc1Br	17%	3%	-8%	-13%	8%	-4.4%	0.6	-0.33	-0.24	0.39	-0.1%	10%
COc1ccc(CNC(=O)c2ccc3ccccc3n2)cc1OC	12µM*	-51%	9%	7.8µM*	.	3.0%	.	.	.	.	-0.1%	.
O=C1NCN(c2ccccc2)C12CCNCC2	13%	.	-2%	-13%	3%	.	0.88	-0.23	0.42	0.55	0.2%	1%
Cc1ccc(-n2c(C)nc3ccccc3c2=O)cc1C	5%	-49%[20 µM]	13%	-28%	.	5.0%	-0.16	-0.13	0.42	0.48	0.1%	.
C=CCn1c(O)c(C(CC)=Nc2cccc(C(F)(F)F)c2)c(=O)[nH]c1=O	18%	-5%	6%	-10%	0%	-3.5%	0.39	-0.25	-0.036	-0.095	0.0%	-1%
COc1ccc(N2C(=O)/C(=C/c3ccc(C)o3)C(=O)NC2=S)cc1	0%	21%	5%	12%	.	6.2%	.	.	.	.	-0.1%	.
CCCN1CC(C)C(OC(C)=O)(c2ccccc2)CC1C (stereo unspecified)	10%	2%	-7%	-19%	8%	0.6%	-0.56	-0.2	-0.22	-0.33	-0.3%	2%
Cc1ccc(N2C(=O)NC(=O)/C(=C\c3ccoc3)C2=O)cc1	9%	12%	28%	2%	14%	-2.7%	0.27	-0.29	0.61	-0.89	-0.3%	7%
N=C1c2ccccc2CN1c1ncccn1	12%	2%	-1%	-8%	5%	-2.2%	-0.1	-0.28	0.062	0.017	0.4%	8%
Cc1occc1C(=O)N1CCC2(CC1)OCCO2	-10%	-39%	2%	28%	3%	1.1%	-0.1	0.44	0.13	0.66	-0.2%	-2%
Cc1ccc(NS(=O)(=O)c2ccc3c(c2)C(=O)c2ccccc2C3=O)c(C)c1	.	-12%	42%	6.3µM*	-9%	0.6%	0.038	-0.065	-0.12	-0.27	0.3%	5%
Cc1ccc(C2SCC(=O)Nc3c2c(=O)[nH]n3C2CCOC(C)(C)C2)cc1 (stereo unspecified)	2%	48%	-5%	-10%	-4%	-2.5%	-0.81	-0.26	-0.68	0.36	0.7%	20%
COc1ccc(N=C2SCCCN2C)cc1	17%	5%	-3%	-18%	-6%	-0.3%	-0.89	-0.18	-0.22	0.73	0.0%	18%
O=C(C1CCN(S(=O)(=O)N2CCOCC2)CC1)N1CCC2(CC1)OCCO2	6%	-43%	-4%	14%	-3%	4.1%	0.35	-0.32	0.34	-0.57	-0.2%	0%
CCCCCn1c(=O)c(C(=O)Nc2ccccc2)c(O)c2ccccc21	4%	-2%	7%	-20%	.	3.5%	.	.	.	.	-0.1%	.
C#CC[N+]1(C)[C@@H]2CC[C@H]1CC(OC(=O)C(CO)c1ccccc1)C2 (stereo partly specified)	11%	22%	11%	-13%	.	-2.5%	.	.	.	.	-0.1%	.
CCCCCSc1cc(O)c(C(CNC)C(C)C)cc1OC (stereo unspecified)	19%	-11%	0%	-38%	-8%	0.4%	-0.19	-0.25	-0.46	0.64	-0.2%	6%
CCN(CC)c1ccc(S(=O)(=O)N2CCOCC2)cc1NC(=O)CN1CCc2ccccc2C1	11µM*	-54%[20 µM]	-9%	10µM*	-2%	2.6%	-0.64	-0.33	-0.22	0.59	0.2%	2%
O=[N+]([O-])c1cccc(CN2CC=C(c3ccc(F)cc3)CC2)c1	-18%	-17%[20 µM]	7%	-12%	.	2.9%	.	.	.	.	-0.3%	.
CN1C2CCC1CC(OC(=O)CCN1CCCC1)C2 (stereo unspecified)	8%	33%	3%	-19%	1%	-1.6%	-0.35	-0.23	0.48	0.46	0.0%	-3%
CCOC(=O)Cn1cc(C=C2C(=O)N(C)C(=O)N(C)C2=O)c2ccccc21	-1%	9%	26%	-4%	.	-2.1%	.	.	.	.	0.0%	.
Cc1cccc(N=Cc2c(O)n(C)c(=O)n(C)c2=O)c1	3%	-2%[20 µM]	2%	-24%	.	2.7%	.	.	.	.	-0.3%	.
CCOc1ccc(N2C(=O)/C(=C/c3ccco3)C(=O)NC2=S)cc1	7%	-12%[20 µM]	3%	-29%	.	2.6%	.	.	.	.	0.0%	.
CNS(=O)(=O)c1ccc(N=Cc2c(O)n(-c3ccc(C)cc3)c(=O)[nH]c2=O)cc1	0%	6%	4%	-10%	1%	4.9%	0.4	-0.23	0.83	-0.87	-0.1%	0%

Continuation:
SMILES	NOD2 inhibition	KOR beta-arrestin-1	AID2073	NOD1 inhibition	M17LAP inhibition	KOR beta-arrestin-2	Dynein cargo inh	Dynein cargo inh cytoplasmic EGFP	Dynein cargo inh nuclear GR-EGFP	Dynein cargo inh cell count	GPR55 activation	P. falciparum M1AAP
O=c1[nH]c(O)c(N=Nc2cc(C(F)(F)F)ccc2Cl)c(=O)[nH]1	-4%	-2%	16%	-30%	-2%	-5.6%	1.9	-0.2	0.47	-0.51	-0.2%	4%
Brc1ccc2c(c1)C(OC1CN3CCC1CC3)c1ccccc1CS2 (stereo unspecified)	-6%	.	-4%	-30%	-3%	3.5%	3.8	1.4	2.3	-4.3	0.7%	6%
Cc1c2cnn(CC(=O)N3CCC4(CC3)OCCO4)c(=O)c2c(C)n1Cc1ccccc1	13%	-4%	7%	-5%	28%	-3.0%	-0.61	-0.23	0.12	0.67	0.3%	2%
CN1C(=O)N(C)C(=O)C2(Cc3cc(NC(=O)c4ccccc4)ccc3N3CCCC32)C1=O (stereo unspecified)	-1%	14%	41%	-26%	.	3.3%	.	.	.	.	0.3%	.
Cc1c(C(=O)N2CCC3(CC2)OCCO3)sc2ncnc(N3CCN(c4ccccn4)CC3)c12	5%	15%	10%	13%	6%	1.7%	-1.3	-0.14	-0.32	0.57	-0.1%	-3%
CCN1CCN(C(=O)COc2ccc(S(=O)(=O)N(C)Cc3ccccc3)cc2)CC1	3%	20%	6%	-26%	1%	0.8%	-1.2	-0.27	-0.29	1.1	-0.4%	-2%
O=C1NC(=O)C(=Cc2ccc3ccccc3c2)C(=O)N1	5%	14%	34%	-4%	18%	2.7%	-0.11	-0.2	-0.086	0.38	0.2%	4%
O=C1NC(=O)C(=Cc2ccsc2)C(=O)N1	0%	0%	18%	-32%	8%	-3.8%	-0.17	-0.26	0.14	0.31	0.1%	8%
CCCCCCOc1ccc(CN2CCN(CC)CC2)cc1	-6%	-30%	-11%	-20%	-1%	-0.6%	-0.97	-0.11	-0.66	0.95	0.0%	0%
CCOc1ccc(N2C(=O)/C(=C/c3ccc(C)o3)C(=O)NC2=S)cc1	-1%	-5%[20 µM]	-1%	1%	.	1.0%	.	.	.	.	-0.1%	.
CC(=O)O[C@H]1CCC2C3CCC4=CC(=O)CCC4=C3C=C[C@@]21C (stereo partly specified)	-27%	-26%	1%	-11%	.	2.5%	.	.	.	.	-0.2%	.
CCC(=O)c1c(O)n(C2CCCCCC2)c(=O)[nH]c1=O	20%	-9%	0%	3%	20%	-12%	1.8	-0.15	0.89	-0.71	0.2%	4%
CC1CC(OC(=O)c2ccccc2)CC(C)N1C (stereo unspecified)	9%	-20%	4%	-6%	-13%	4.1%	-0.46	-0.29	-0.46	0.62	0.3%	-2%
FC(F)(F)c1ccccc1NC1=NCCCS1	-5%	-16%	27%	-8%	.	0.1%	.	.	.	.	-0.2%	.
O=[N+]([O-])c1ccc(N2CCOCC2)c2ccncc12	9%	18%	1%	7%	20%	-7.8%	0.22	0.37	0.31	0.51	-0.1%	7%
COc1cccc(CNCCc2ccc(F)cc2)c1	-13%	23%	9%	-6%	.	-5.4%	.	.	.	.	-0.1%	.
CNP1(NC)=NC(C(F)(F)F)=NC(C(F)(F)F)=N1	-18%	-18%	12%	-15%	-1%	1.7%	-0.4	-0.28	-0.093	0.32	-0.2%	14%
O=C(C1CCC(=O)N1C1CCCCC1)N1CCC2(CC1)OCCO2 (stereo unspecified)	1%	-51%	-2%	-6%	-10%	5.0%	-0.082	0.19	0.66	0.056	-0.2%	-1%
CCCCn1c(O)c(/C=C/C=Nc2ccccc2)c(=O)[nH]c1=O	0%	-3%	2%	-19%	13%	0.1%	-0.51	-0.29	-0.36	0.28	0.2%	11%
O=P(Nc1ccccc1)(Oc1ccccc1)Oc1ccccc1	13%	10%	-5%	-1%	8%	6.0%	-0.77	-0.25	-0.32	0.32	0.0%	3%
COc1ccc(CCn2c(O)c(C=NCc3cccnc3)c(=O)[nH]c2=O)cc1OC	-2%	28%	5%	-26%	-2%	-2.7%	-0.83	-0.19	0.21	0.35	-0.2%	2%
CCCC12CN3CN(C1)CC(CCC)(C3)C2O (stereo unspecified)	14%	23%	0%	1%	10%	-4.3%	2.5	0.022	1.9	-0.88	0.2%	-4%
COc1cc2c(cc1OC)-c1c(OC)c(OC)cc3c1[C@H](C2)N(C)CC3	13%	-10%	7%	-22%	-5%	-2.6%	-0.42	-0.2	0.18	0.36	-0.1%	9%
Cc1ccsc1C(=O)C1CCCN(Cc2cccc(-n3cccn3)c2)C1 (stereo unspecified)	14%	-35%	16%	6%	-2%	2.0%	-1.5	-0.31	-0.92	1.2	-0.2%	-18%
COc1ccc(NC2=NCC(C)S2)cc1 (stereo unspecified)	-4%	37%	2%	-40%	-1%	-2.9%	0.74	-0.3	0.32	0.033	0.5%	0%
O=C1NC(=O)N(c2ccc(F)cc2)C(=O)/C1=C/c1ccc(N2CCOCC2)cc1	5%	-18%	24%	-18%	18%	-2.4%	-0.87	-0.27	-0.38	0.69	-0.2%	7%

Not all compounds are listed; the hit share may differ from the screen's.
